RAM network inh: inhibitors of the yeast RAM network; AID 868; S. cerevisiae dse1pr::URA3 reporter, 5-FOA growth OD615, 2 d; analog-sensitive cbk1-as2 kinase mutant strain; 1.8% of 190,000 active; inhibition, % at 50 µM;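 active means inhibition above a set limit, 3 SD over mean compound inhibition, cut at about 8.4% in these data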;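 further: 0% = DMSO-only wells with no growth and 100% = 10 µM 1-NA-PP1 full growth; inhibition rescues growth on 5-FOA so higher OD means more RAM inhibition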
FLuc act counter: affects firefly luciferase, flagging false hits in luciferase stimulation screens; P08659; ATPlite luciferase biochemical, luminescence, 10 min; 0 = ATP-free wells, 1 = DMSO control; activation factor at 10 µM; 200,000 tested, under 10 active;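 active means luciferase activation factor, scaled between plate controls, of at least 2 with compound at 10 µM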
Target sequence (P08659 whole entry, looked up): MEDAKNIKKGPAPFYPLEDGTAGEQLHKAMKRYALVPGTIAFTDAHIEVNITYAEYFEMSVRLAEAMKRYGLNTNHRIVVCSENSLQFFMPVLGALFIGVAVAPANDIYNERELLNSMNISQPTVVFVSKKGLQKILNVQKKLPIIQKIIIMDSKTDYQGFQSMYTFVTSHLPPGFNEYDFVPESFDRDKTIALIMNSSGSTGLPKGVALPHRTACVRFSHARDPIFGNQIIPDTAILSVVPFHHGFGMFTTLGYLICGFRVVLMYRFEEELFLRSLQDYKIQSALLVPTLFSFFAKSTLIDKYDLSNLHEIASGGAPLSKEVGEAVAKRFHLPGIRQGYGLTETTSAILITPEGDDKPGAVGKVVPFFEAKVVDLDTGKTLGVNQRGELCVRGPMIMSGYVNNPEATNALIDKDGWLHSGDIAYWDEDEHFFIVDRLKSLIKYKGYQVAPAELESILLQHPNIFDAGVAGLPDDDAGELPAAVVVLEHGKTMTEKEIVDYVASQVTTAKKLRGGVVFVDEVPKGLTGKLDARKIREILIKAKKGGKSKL
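Material: Luciferase/luciferin reagent mix | Doses: Test compounds dosed from 2 mM stocks in 100% DMSO | Timing: 10 min incubation after luciferase reagent addition, room temperature | Measured by: Luminescence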
TNAP inh hiacc: TNAP (human) inhibition, high acceptor; 0.03% of 200,000 active; purified TNAP, CDP-star luminescence, 1 M DEA; inhibition, % at 20 µM; P05186;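 active means over 50% inhibition of tissue-nonspecific alkaline phosphatase at 20 µM in the single-dose screen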;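 further: plate controls were DMSO wells for no effect and EDTA-quenched wells as full inhibition for full effect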
Target sequence (P05186 whole entry, looked up): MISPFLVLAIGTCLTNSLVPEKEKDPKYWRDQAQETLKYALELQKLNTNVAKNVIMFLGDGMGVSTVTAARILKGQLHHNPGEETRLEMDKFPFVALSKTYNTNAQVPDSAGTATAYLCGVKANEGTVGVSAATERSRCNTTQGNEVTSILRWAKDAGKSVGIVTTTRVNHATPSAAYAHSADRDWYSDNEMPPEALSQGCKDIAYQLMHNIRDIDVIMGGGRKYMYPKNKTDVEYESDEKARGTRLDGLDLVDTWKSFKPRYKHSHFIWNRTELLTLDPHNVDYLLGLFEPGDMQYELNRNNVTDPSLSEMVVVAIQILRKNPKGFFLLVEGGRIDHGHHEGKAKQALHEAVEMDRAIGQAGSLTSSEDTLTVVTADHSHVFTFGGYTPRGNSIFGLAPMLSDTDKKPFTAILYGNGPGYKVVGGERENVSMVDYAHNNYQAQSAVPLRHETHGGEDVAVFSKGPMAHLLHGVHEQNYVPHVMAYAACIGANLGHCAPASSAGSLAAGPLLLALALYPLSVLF
bIAP inh: intestinal alkaline phosphatase (bovine) inhibition; purified bovine IAP, CDP-star luminescence, 30 min; inhibition, % at 20 µM; 190,000 tested, under 10 active;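 active means over 50% inhibition of intestinal alkaline phosphatase at 20 µM in the single-dose screen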
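Assay system: bovine IAP enzyme; medium: DEA buffer 100 mM, pH 9.8, with MgCl2 1.0 mM, ZnCl2 0.02 mM; doses: 20 µM single dose; incubation: enzyme reaction for 30 min at room temperature; detection: CDP-star luminescence signal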
TNAP act hiacc: activators of human TNAP at high phosphate acceptor concentration; P05186; purified TNAP, CDP-star luminescence, 1 M DEA, 30 min; stronger effect = higher value; 0 = EDTA background, 1 = DMSO-only activity; activation factor at 20 µM; 200,000 tested, under 10 active;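 active means activation factor at least 2 at 20 µM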
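Control set: EDTA negative control, DMSO positive control / Assay system: human TNAP / Quantity: TNAP 1/800 final / Evaluation: TNAP activation factor scaled between EDTA and DMSO control wells / Measured by: luminescent substrate turnover signal / Compound dosing: one dose, 20 µM / Times: 30 min enzyme reaction at room temperature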
FLuc inh counter: Photinus pyralis luciferase inhibition counter-screen; P08659; ATPLite firefly luciferase biochemical luminescence, 10 min; inhibition, % at 10 µM; 1.5% of 200,000 active; AID 1006;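 active means inhibition above about 50% when tested at 10 µM, limit read from the data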
TNAP inh noacc: TNAP (human) inhibition, acceptor-free conditions. purified TNAP, CDP-star luminescence, 30 min. inhibition, % at 20 µM. 0.26% of 200,000 active. AID 1012;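 active means tissue-nonspecific alkaline phosphatase inhibition above about 50% at 20 µM in the single-dose screen, limit read from the data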;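 further: 0% = DMSO negative control and 100% = EDTA positive control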
APP transl inh: APP translation inhibition. SH-SY5Y APP 5'UTR-luciferase reporter, luminescence. inhibition, % at 2 µM. 0.82% of 190,000 active. AID 1285;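 active means inhibition above a set limit, derived from the sample mean plus 3 SD, cut at about 45% in these data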; further: values of inactives mirror those of a sister screen read the other way
bIAP activator: increases bovine intestinal alkaline phosphatase activity; purified bovine IAP, CDP-star luminescence, 30 min; stronger effect = higher value; fold of DMSO-control signal, blank-subtracted; 0.17% of 200,000 active; activation factor at 20 µM; AID 1016;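 active means activation factor of 2 or more at 20 µM, a signal rise over negative controls twice the positive control's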
Lmaj promast: Leishmania major promastigote growth inhibition; Leishmania major promastigotes, resazurin fluorescence viability; inhibition, % at 10 µM; 9% of 200,000 active; AID 1063; in the data active means inhibition above about 50%;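 further: promastigotes grown with compound for 44 hours at 28 °C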
The depositor's hits bear a star; / = not tested or not shown. Compounds were not picked by outcome. Share with any hit: about 13%.

SMILES	RAM network inh	bIAP activator	FLuc inh counter	TNAP inh hiacc	APP transl inh	Lmaj promast	TNAP inh noacc	FLuc act counter	bIAP inh	TNAP act hiacc
COc1cccc(C2C3=C(N=c4s/c(=C\c5ccccc5O)c(=O)n42)c2ccccc2CC3)c1OC (stereo not given)	5.6	0.8	-2	6	-8	13	0	1	17	0.9
Cc1c(-n2c(SCC(C)C)nc3ccccc3c2=O)c(=O)n(-c2ccccc2)n1C	-0.4	1	-6	-2	-10	4	-3	1.1	0	1
NC(=O)C1CCN(S(=O)(=O)c2cccc(C(=O)O)c2)CC1	2.6	0.9	-4	-4	-1	-2	-2	1	8	1
CCN(CC)N=Nc1cccc(NC(C)=O)c1	2.1	1	2	-3	-7	-3	-5	1	0	1
COc1ccc(OC)c(S(=O)(=O)N2CCN(c3ccccn3)CC2)c1	1.8	1	-6	-4	-19	3	-10	1.1	2	1
CSCCC(NS(=O)(=O)c1ccc2c(c1)OCCO2)C(=O)NCCc1ccccn1 (stereo not given)	1.6	1.1	-3	-6	-2	6	-20	1	-14	1.1
Cc1cc(C)c(C#N)c(Oc2ccc(O)cc2)n1	3.7	0.9	-1	-2	-12	27	-12	1	12	1
O=C(Nc1ccc(Br)cc1F)C1CCCN(S(=O)(=O)c2cnc[nH]2)C1 (stereo not given)	2.7	1	0	-1	2	-7	-2	1	-1	1
CC(C(=O)N1CCCCC1)n1ncn2cccc2c1=O (stereo not given)	0.9	1	-4	-5	-3	-5	-11	1	-4	1
C=CCn1c(C)cc(/C([O-])=C(/C(=S)Nc2ccc(OC(F)F)cc2)[n+]2ccc(N(C)C)cc2)c1C	1.4	1	-8	-4	-4	4	-14	1.1	-1	1
CC1(C)CC2CC(C)(CN2c2ncnc3ccccc23)C1 (stereo not given)	0.8	1	-3	2	7	19	-2	1	2	1
CCC(=O)N1CCc2cc(S(=O)(=O)CCC(=O)NCCc3ccc(OC)c(OC)c3)ccc21	0.8	1.1	-1	2	3	-1	-4	1	-10	1
COc1ccc(Cl)cc1C(=O)N(Cc1nc(-c2cccc(C)c2)no1)C(C)C	3.8	1	-8	-7	10	85*	-14	1.1	2	1.1
CC1CCN(C(=O)CN2C(=O)c3ccccc3S2(=O)=O)CC1	1.6	1	-6	-2	-34	-3	-8	1.1	-1	1
Cc1cc(CN(C)Cc2ccc(OCC(O)CN(C)Cc3ccccc3)cc2)on1 (stereo not given)	0.7	1	-6	-2	15	88*	-3	1.1	-4	1
Cc1ccccc1Nc1nc(N)nc(CN(C)Cc2ccccc2Cl)n1	1.2	1.1	-8	-2	12	51*	7	1.1	-12	1
Cc1ccc(S(=O)(=O)N(C)c2ccccc2C(=O)NC2CCCC2)cc1	-0.3	0.9	-7	-3	4	36	-21	1.1	7	1
CC(c1ccc(F)cc1)n1cc(C(=O)NCc2ccccn2)nn1 (stereo not given)	-0.3	1.1	1	-1	31	-5	-5	1	-10	1
c1ccc(-c2nccc(-c3ccco3)n2)nc1	0.7	1	0	-6	-16	5	-8	1	0	1.1
O=C1CC(c2ccccc2)CC(=O)C1Sc1ccc(Cl)cc1 (stereo not given)	1.8	1	-6	-2	0	1	-5	1.1	-3	1
CCN(CC)C(=O)CSc1nc(C)cc(-c2cccs2)c1C#N	2.7	1	-4	-5	10	9	2	1	1	1.1
CN(C)S(=O)(=O)c1ccc(C(=O)Nc2nc(-c3cccs3)cs2)cc1	4.9	0.9	-7	-9	/	6	-4	1.1	14	1.1
O=C(NNS(=O)(=O)c1ccc(Br)cc1)C1CCCCC1	0.8	0.8	0	-2	9	8	-5	1	16	1
O=C(COc1ccccc1C(=O)N/N=C\c1ccc(O)c(O)c1)N/N=C/c1ccc(O)c(O)c1	0.7	0.5	31	60*	-12	9	92*	0.7	49	0.4
COc1ccc(NC(=O)CCS(=O)(=O)c2ccc(OC)cc2)cc1	0.2	1	-2	-1	-4	1	1	1	0	1
O=C(NCc1cccs1)c1cc2ccccc2o1	1.6	0.8	3	-9	-33	0	-16	1	16	1.1
CCCN1CNC(=S)N(c2ccccc2OC)C1	0.1	0.9	-5	-5	-28	0	-9	1	12	1
CC1=C(C#N)C(NC(=O)c2ccccc2Cl)(C(F)(F)F)C(=O)N1 (stereo not given)	1.6	1.4	-2	5	6	-4	-9	1	-35	0.9
Cc1cc(C)n2nc(C(=O)NC(C)(C)C)nc2n1	1.1	1	-9	-4	1	-4	-2	1.1	2	1
O=C(O)CCCSCC(=O)Nc1ccccc1	0.7	0.9	-7	-3	-8	-6	-10	1.1	8	1
CCCC1CCC(C(=O)Nn2cnc3ccccc3c2=O)CC1 (stereo not given)	-0.3	0.9	-2	0	-5	-12	-9	1	10	1
COC(=O)N/N=C/c1c[nH]c2ccccc12	0.7	0.7	0	-1	-10	48	-9	1	26	1
CCOC(=O)c1c(NC(=O)CNC2CCCc3ccccc32)sc(C(N)=O)c1C (stereo not given)	3.9	0.9	-1	-4	-13	11	-4	1	10	1
N#CCCN(C(=O)CSc1nc(-c2ccccc2)cn1N)c1ccc(F)cc1	0.5	0.9	-4	-7	4	7	-14	1	15	1.1
CCOC(=O)c1cc(-c2ccccc2)sc1NC(=O)CC(C)C	0.1	0.9	-6	0	7	1	-6	1.1	15	1
Cc1cc(C)c(NC(=O)C2CC(=O)N(Cc3ccccc3)C2)c(C)c1 (stereo not given)	-0.8	1.2	-9	0	-8	-8	6	1.1	-16	1
COc1ccc(Cn2c(C)cc3c(c2=O)C(c2cccs2)C(C#N)=C(N)O3)cc1OC (stereo not given)	3.0	1	-8	-6	1	-4	-2	1.1	0	1.1
COc1cccc(C(=O)C2CCCN(Cc3cn[nH]c3C3CCCCC3)C2)c1 (stereo not given)	0.3	1.2	-2	-5	-28	23	-6	1	-16	1
Clc1ccccc1-c1nnc2sc(-c3ccc4c(c3)OCO4)nn12	1.9	0.9	2	-2	-22	-3	12	1	12	1
CC(C)(C)Nc1nc(N)nc(Cl)n1	1.5	1.1	2	3	-8	-3	0	1	-6	1
CCOC(=O)C(C)(C)N(Cc1cccc(C)c1)S(=O)(=O)c1ccc(Cl)c([N+](=O)[O-])c1	11*	0.9	6	3	18	86*	-23	0.9	13	1
Cc1c(S(=O)(=O)N2CCN(C(=O)c3ccco3)CC2)c(=O)n(C)c(=O)n1C	0.9	1	-4	-1	4	-5	-10	1	2	1
COc1cccc(CN2CCN(C(=O)c3ccc(-c4ccccc4)cc3)CC2)c1OC	-0.4	1.3	-1	-1	12	6	-4	1	-28	1
O=c1[nH]c2cccnc2n1Cc1ccccc1	0.3	0.7	2	-2	-24	-2	-4	1	26	1
OCCSc1c(F)c(SCCO)c(SCCO)c(F)c1SCCO	1.8	0.9	-4	-1	0	10	-10	1	7	1
CCOC(=O)c1c(N/N=C/c2ccncc2)n[nH]c1C	0.6	1	6	-1	-24	12	-26	0.9	-1	1
CCOc1cc(C2C(C(=O)N3CCOCC3)=C(C)NC3=C2C(=O)CCC3)ccc1O (stereo not given)	0.6	0.8	0	0	-8	-4	-14	1	18	1
COc1ccc(C)cc1NS(=O)(=O)c1ccc(NC(=O)CN(c2cc([N+](=O)[O-])ccc2C)S(C)(=O)=O)cc1	5.6	0.8	4	8	59*	0	3	1	20	0.9
COc1cccc(C(=O)Nc2c(C)n[nH]c2C)c1	0.0	1	-2	-5	-9	-7	-10	1	0	1.1
CCOC(=O)Cc1c(C)nc2c(-c3ccccc3)c(C)nn2c1C	0.4	1	3	3	-16	2	-3	1	4	1
COc1ccc(CCNC(=O)C2CCCCC2C(=O)O)cc1OC (stereo not given)	-0.4	0.9	-6	-5	10	11	-15	1.1	9	1.1
COC(=O)c1ccc(CN2C(=O)NC3(CCC(C)CC3)C2=O)cc1 (stereo not given)	1.9	1	-4	-6	-13	-1	-9	1	3	1.1
N#Cc1nc(COc2ccc(F)cc2)oc1N1CCC(Cc2ccccc2)CC1	9.9*	0.7	1	-2	66*	-2	-3	1	32	1
CCCNC(=O)COc1nc2ccccc2nc1N1CCOCC1	1.1	0.9	-4	-7	-32	-1	-10	1	8	1.1
COC(=O)c1cc2c(s1)-c1ccccc1OC2	1.1	0.9	-2	-4	4	-11	14	1	9	1
O=S1(=O)CCN2C=C(Br)C=C(Br)C2=N1	2.2	0.9	-6	-5	-2	-9	-12	1.1	8	1.1
CCC(=O)Nc1cc2nn(-c3ccccc3)nc2cc1Cl	0.9	1	74*	-3	-116	-1	-8	0.3	3	1
Cc1ccc(/C=N\NC(=O)c2cncc(Br)c2)o1	1.0	0.7	0	1	9	-8	8	1	32	1
CCCCN(CCCC)CCCNC(=O)C12CN(Cc3ccccc3)CC1C(c1cccc([N+](=O)[O-])c1)=NO2 (stereo not given)	1.4	1	-3	0	-6	28	11	1	-3	1
CCOC(=O)N1CCN(C(=O)c2ccc3c(=O)n(CCc4ccccc4)c(=O)[nH]c3c2)CC1	2.0	1	-7	-3	2	-1	-9	1.1	3	1

Next part (2 carried over from the part before).
SMILES	RAM network inh	bIAP activator	FLuc inh counter	TNAP inh hiacc	APP transl inh	Lmaj promast	TNAP inh noacc	FLuc act counter	bIAP inh	TNAP act hiacc
CCCCN(CCCC)CCCNC(=O)C12CN(Cc3ccccc3)CC1C(c1cccc([N+](=O)[O-])c1)=NO2 (stereo not given)	1.4	1	-3	0	-6	28	11	1	-3	1
CCOC(=O)N1CCN(C(=O)c2ccc3c(=O)n(CCc4ccccc4)c(=O)[nH]c3c2)CC1	2.0	1	-7	-3	2	-1	-9	1.1	3	1
Cc1cc(N=CC2=C(O)CCCC2=O)no1	-0.1	0.9	-6	-6	-3	-5	-2	1.1	9	1.1
COCCCNCCCOc1ccc(C)cc1Br	0.1	1	-4	0	4	99*	9	1	4	1
O=C(NNC(=O)c1ccccc1[N+](=O)[O-])c1ccco1	1.5	1.1	-2	-3	-11	-6	-14	1	-10	1
CCOC(=O)C1CCCN(c2c(Nc3cccc(C)c3)c(=O)c2=O)C1 (stereo not given)	1.6	0.9	-9	-5	/	1	-12	1.1	9	1.1
CC(C)(C)C1CCC(OCC(O)CN2CCCC2)CC1 (stereo not given)	7.5	1	-1	0	-2	100*	-4	1	-3	1
COC(=O)c1c(NC(=O)CC2SC(N)=NC2=O)sc2c1CCC(C)C2 (stereo not given)	1.0	1	-9	-2	/	12	-94	1.1	-5	1

Full records, quoted from the list. Screens in order: RAM network inh, bIAP activator, FLuc inh counter, TNAP inh hiacc, APP transl inh, Lmaj promast, TNAP inh noacc, FLuc act counter, bIAP inh, TNAP act hiacc
Cc1cc(N=CC2=C(O)CCCC2=O)no1 is listed with -0.1, 0.9, -6, -6, -3, -5, -2, 1.1, 9, 1.1
COCCCNCCCOc1ccc(C)cc1Br is listed with 0.1, 1, -4, 0, 4, 99*, 9, 1, 4, 1

Screening data as filed in PubChem BioAssay.
